Source: PubChem
FEN1 inh: human FEN1 inhibition; P39748; Recombinant FEN1 flap cleavage, fluorescence, 15 min; Potency, µM (highest dose often 114 µM), for inactives: top-dose activity change, negative = inhibition, actives largely listed as inhibitors; 390,000 tested, 0.35% active; also: nearly all actives have a fitted effect of over 65% in size
Target sequence (P39748 whole entry, looked up): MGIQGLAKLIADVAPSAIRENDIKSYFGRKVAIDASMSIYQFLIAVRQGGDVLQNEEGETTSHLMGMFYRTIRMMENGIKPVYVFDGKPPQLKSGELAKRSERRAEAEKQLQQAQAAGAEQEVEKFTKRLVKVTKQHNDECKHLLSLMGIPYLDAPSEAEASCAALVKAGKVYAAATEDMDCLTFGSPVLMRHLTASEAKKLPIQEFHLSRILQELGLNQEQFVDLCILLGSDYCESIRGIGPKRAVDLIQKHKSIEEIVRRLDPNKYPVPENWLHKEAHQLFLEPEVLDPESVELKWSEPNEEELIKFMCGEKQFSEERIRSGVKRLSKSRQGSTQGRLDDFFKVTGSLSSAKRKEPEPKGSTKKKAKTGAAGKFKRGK
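Quantitative HTS format: each compound was titrated, incubated with 10 nM nuclease for 15 min at room temperature, then challenged with flap substrate at 50 nM final. Signal change over 15 min gave concentration–effect curves.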
N370S GC mod: N370S glucocerebrosidase modulation, Gaucher chaperone candidate | P04062 | N370S GC spleen homogenate, 4MU-glucoside fluorescence | Potency, µM (series often up to 59.4 µM), inactives show at the highest dose activity change, negative = inhibition, usual class: inhibitors | 330,000 tested, 0.092% active | AID 2101;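 also: 0% = full enzyme activity and -100% = no enzyme basal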
GCN5L2 inh: blocks human GCN5L2 histone acetyltransferase | Q92830 | GCN5L2 HAT assay, ThioGlo1 CoA-SH fluorescence | Potency, µM (doses to about 58.9 µM), for inactives: at the top dose activity change, negative = inhibition, usual class: inhibitors | 390,000 tested, 0.21% active | AID 504327
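Free CoA generated was detected with ThioGlo1 (50uM) fluorescence at Ex340nm/Em540nm, read immediately and after 20 min at room temperature. Enzyme, 20 nM in HEPES pH 7.5 buffer, saw compounds 15 min before adding 75uM H3(1-25) peptide and 70uM acetyl-CoA.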
The depositor's hits bear a star; u = inconclusive; x = not tested or not shown; & = joins results of further samples; [ ] = dose if it differs, or a comment. Calls follow the shape of the dose curve; as a rule, active = well fitted curve in the direction sought with a large enough effect; inconclusive = small, poorly fitted or top-dose-only effect, or another doubt; inactive = no such curve, though single readings can be large; an effect the other way counts as inactive or inconclusive. Unless noted, % is scaled to controls: 0 for no effect and ±100 for the full control effect; potency is read from the fitted curve at half-maximal effect.

SMILES | FEN1 inh | N370S GC mod | GCN5L2 inh
O=C(O)c1cccnc1-c1ncccc1C(=O)O | 10% | 16% | -3%
O=C(O)C1C2CCC(CC2)C1C(=O)N1CCN(Cc2ccc(F)cc2)CC1 (stereo not drawn) | -8% | -4% | -7%
Cc1cc2nc3n(c2cc1C)CC1CC(C(=O)NCCc2cccs2)N(C)C31 (stereo not drawn) | 16% | -6% | -2%
COc1cccc(C2CC(=O)Nc3c2c(=O)[nH]c2nc4ccccc4n32)c1 (stereo not drawn) | 0% | x | -6%
O=C(CNC(=O)c1ccc2c(c1)S(=O)(=O)N=C1CCCCCN12)Nc1ccc(F)c(F)c1 | 6% | -6% | 2%
Cn1c(=O)oc2cc(S(=O)(=O)CCC(=O)N3CCN(c4ccccc4F)CC3)ccc21 | 13%&4% | 1% | -2%&4%
C=CCSC1=C(C#N)C(c2ccc(C(C)C)cc2)CC(=O)N1 (stereo not drawn) | -13% | -5% | -18%
NC(CSCC(=O)O)C(=O)O (stereo not drawn) | x | 8% | 2%
CCOc1cc2[nH]c(=O)n(CCCCC(=O)NC3CCCCCC3)c(=O)c2cc1OCC | -3% | 4% | -1%
O=C(O)C1Cc2ccccc2CN1S(=O)(=O)c1ccc(Cl)cc1 (stereo not drawn) | 3% | 5% | -4%
COc1ccc(Cn2c(CCC(=O)Nc3ccc(Br)c(C)c3)nc3cccnc32)cc1 | 12% | x | -9%
Cc1cc(Cl)ccc1OCC(=O)Nc1ccccc1CO | 2% | 1% | 1%
CCOc1c2ccc(C(=O)NCc3ccc(OC(F)(F)F)cc3)cc2nn1C | -23% | 18% | -8%
Cc1cccn2c(=O)c3cc(C(=O)NC4CCCCC4)c(=N)n(Cc4ccccc4)c3nc12 | -14% | 14% | 16µM*
O=C(N/N=C/c1ccc2c(c1)OCO2)c1cccnc1 | 4% | -6% | -11%
CCCCOCCCNC(=O)COc1ccccc1 | 1% | -1% | -3%
CC(C)COc1ccc(C(=O)NCC2(N3CCN(C)CC3)CCCCC2)cc1 | 20% | x | -5%
CCN(CC)C(=O)Cn1c(=O)n(Cc2ccc(F)cc2)c(=O)c2sccc21 | 13% | 0% | -8%
COC(=O)c1c(C)[nH]c(C(=O)C(C)OC(=O)c2cc(C)oc2C)c1C (stereo not drawn) | -5% | x | -8%
Cc1cc[n+](CC(=O)c2cccc([N+](=O)[O-])c2)c2ccccc12 | 3% | -11% | u
CCOC(=O)C1CCN(C(=O)c2ccc3c(=O)n4nc(Nc5ccccc5)sc4nc3c2)CC1 | 5% | x | -4%
CCn1c(CSc2n[nH]c(N)n2)nc2cc(C(=O)O)ccc21 | -32% | -1% | -11%
CCOC(=O)c1nn(-c2ccc(C)cc2)cc1C(=O)c1ccccc1 | u | -25% | -11%
CCOC(=O)c1ccc(N2CC3=C(C2=O)C(c2ccc(OC)cc2)NC(=O)N3C)cc1 (stereo not drawn) | -9% | x | -1%
CC(C)C(OC(=O)C1=Cc2ccccc2OC1)C(=O)NC1CCCC1 (stereo not drawn) | -2% | 3% | -9%

Quoted from above (25 entries):
SMILES | FEN1 inh | N370S GC mod | GCN5L2 inh
O=C(O)c1cccnc1-c1ncccc1C(=O)O | 10% | 16% | -3%
O=C(O)C1C2CCC(CC2)C1C(=O)N1CCN(Cc2ccc(F)cc2)CC1 (stereo not drawn) | -8% | -4% | -7%
Cc1cc2nc3n(c2cc1C)CC1CC(C(=O)NCCc2cccs2)N(C)C31 (stereo not drawn) | 16% | -6% | -2%
COc1cccc(C2CC(=O)Nc3c2c(=O)[nH]c2nc4ccccc4n32)c1 (stereo not drawn) | 0% | x | -6%
O=C(CNC(=O)c1ccc2c(c1)S(=O)(=O)N=C1CCCCCN12)Nc1ccc(F)c(F)c1 | 6% | -6% | 2%
Cn1c(=O)oc2cc(S(=O)(=O)CCC(=O)N3CCN(c4ccccc4F)CC3)ccc21 | 13%&4% | 1% | -2%&4%
C=CCSC1=C(C#N)C(c2ccc(C(C)C)cc2)CC(=O)N1 (stereo not drawn) | -13% | -5% | -18%
NC(CSCC(=O)O)C(=O)O (stereo not drawn) | x | 8% | 2%
CCOc1cc2[nH]c(=O)n(CCCCC(=O)NC3CCCCCC3)c(=O)c2cc1OCC | -3% | 4% | -1%
O=C(O)C1Cc2ccccc2CN1S(=O)(=O)c1ccc(Cl)cc1 (stereo not drawn) | 3% | 5% | -4%
COc1ccc(Cn2c(CCC(=O)Nc3ccc(Br)c(C)c3)nc3cccnc32)cc1 | 12% | x | -9%
Cc1cc(Cl)ccc1OCC(=O)Nc1ccccc1CO | 2% | 1% | 1%
CCOc1c2ccc(C(=O)NCc3ccc(OC(F)(F)F)cc3)cc2nn1C | -23% | 18% | -8%
Cc1cccn2c(=O)c3cc(C(=O)NC4CCCCC4)c(=N)n(Cc4ccccc4)c3nc12 | -14% | 14% | 16µM*
O=C(N/N=C/c1ccc2c(c1)OCO2)c1cccnc1 | 4% | -6% | -11%
CCCCOCCCNC(=O)COc1ccccc1 | 1% | -1% | -3%
CC(C)COc1ccc(C(=O)NCC2(N3CCN(C)CC3)CCCCC2)cc1 | 20% | x | -5%
CCN(CC)C(=O)Cn1c(=O)n(Cc2ccc(F)cc2)c(=O)c2sccc21 | 13% | 0% | -8%
COC(=O)c1c(C)[nH]c(C(=O)C(C)OC(=O)c2cc(C)oc2C)c1C (stereo not drawn) | -5% | x | -8%
Cc1cc[n+](CC(=O)c2cccc([N+](=O)[O-])c2)c2ccccc12 | 3% | -11% | u
CCOC(=O)C1CCN(C(=O)c2ccc3c(=O)n4nc(Nc5ccccc5)sc4nc3c2)CC1 | 5% | x | -4%
CCn1c(CSc2n[nH]c(N)n2)nc2cc(C(=O)O)ccc21 | -32% | -1% | -11%
CCOC(=O)c1nn(-c2ccc(C)cc2)cc1C(=O)c1ccccc1 | u | -25% | -11%
CCOC(=O)c1ccc(N2CC3=C(C2=O)C(c2ccc(OC)cc2)NC(=O)N3C)cc1 (stereo not drawn) | -9% | x | -1%
CC(C)C(OC(=O)C1=Cc2ccccc2OC1)C(=O)NC1CCCC1 (stereo not drawn) | -2% | 3% | -9%

Going on with the list.
SMILES | FEN1 inh | N370S GC mod | GCN5L2 inh
Cc1ccccc1NC(=O)c1ccc(OCc2c(C)noc2C)cc1 | 6% | x | -3%
CC1Sc2ccc(S(=O)(=O)N(C)Cc3ccccc3)cc2NC1=O (stereo not drawn) | -15% | -2% | -5%
COc1cc2[nH]c3c(N4CCN(c5ccc(Cl)cc5)CC4)ncnc3c2cc1OC | u | -10% | -2%
Cc1cc(=O)oc2c3c(cc(OCC(=O)N[C@@H](C)C(=O)O)c12)OC(C)(C)CC3 | 11% | u | -18%
CCOc1ccc(NS(=O)(=O)c2ccc(N)cc2)cc1 | -9% | -1% | -6%
CCc1ccccc1NC(=O)c1nnn(CC(=O)Nc2c(C)cc(C)cc2C)c1N | 13% | x | -2%
CC(=O)N1CCN(C(=O)C2(NC(=O)Nc3ccc(C)cc3)CCCCC2)CC1 | 8% | 4% | -9%
CC(C)CC(=O)Nc1cccc(-c2nc3ncccc3o2)c1 | -4% | 2% | -12%
COc1cc(OC)cc(C(=O)Nc2ccc(N3CCN(C(=O)c4cccs4)CC3)cc2)c1 | 1% | -7% | -12%
C=CCn1c(SCC(=O)c2c(N)n(C)c(=O)n(C)c2=O)nnc1-c1ccoc1C | 9% | x | -1%
Cc1ccc(-c2noc(C3CCCN(C(=O)c4cccc(F)c4)C3)n2)cc1 (stereo not drawn) | 12% | 17% | -2%
O=C(O)CC12CC3CC(C1)CC(n1ncc(NCc4ccc(F)cc4)c(Cl)c1=O)(C3)C2 | 17% | 26% | -13%
CCOc1cc(/C=N/NC(=O)C(=O)NCc2ccc3c(c2)OCO3)ccc1OCC(=O)N1CCOCC1 | -10% | -5% | -5%
COCc1cc(C)nc2sc3c(=O)n(-c4cccc5ccccc45)nnc3c12 | -6% | 9% | u
CC(C)C(NS(=O)(=O)c1cccc2nsnc12)C(=O)NC1CCCCC1 (stereo not drawn) | 22% | -14% | -24%
CCOc1ccc(NC(=O)CN2CCN(CC(=O)Nc3ccc(C(N)=O)cc3)CC2)cc1 | 21% | -3% | -7%
CCCCCOC(=O)c1[nH]c2c(c1C)C(=O)CC(c1ccco1)C2 (stereo not drawn) | -18% | 21% | -12%
COc1ccc(-c2sc3ccccc3c2C#CC2(O)CCCCC2)cc1 | -4% | 28% | u
Cc1ccc(C(=O)OCC(=O)NNC(=O)c2ccc([N+](=O)[O-])cc2)o1 | 2% | 1% | -10%
O=C(Nc1c2c(nn1-c1ccccc1)CS(=O)C2)c1ccco1 (stereo not drawn) | -1% | 7% | -9%
CC(C)C[C@@]12C(=O)N(c3ccc(Br)cc3)C(=O)N1[C@H](c1ccc(Br)cc1)[C@@H]1C(=O)N(C(C)(C)C)C(=O)[C@@H]12 | 2% | -1% | -8%
COc1ccc(/C=C/C(=O)c2ccccn2)cc1 | 5% | -4% | -14%
CN(c1ccccc1)S(=O)(=O)c1ccc(C(=O)Nc2nnc(C3CC3)o2)cc1 | -10% | 3% | 2%
CCn1c(=O)n(CC)c2cc(N3CCCC3)c(NC(=O)c3cccc(OC)c3)cc21 | -10% | -5% | -1%
Cn1c2ccccc2c(=O)c2c(=O)n(-c3ccccc3)c(-c3ccc(C(C)(C)C)cc3)nc21 | -6% | 7% | 1%

New compounds follow:
SMILES | FEN1 inh | N370S GC mod | GCN5L2 inh
CC(CN1C(C)CCCC1C)OC(=O)c1ccccc1F (stereo not drawn) | 19% | -8% | -1%
CCOC(=O)c1cc(C(C)(C)C)nc(SC)c1C#N | 8% | 12% | 2%
Cc1ccc(NC(=O)CSc2nc3ccccc3nc2N2CCOCC2)cc1 | -1%&-1% | u | -23%&3%
CN(C)S(=O)(=O)c1cccc(NC(=O)COC(=O)c2cc(=O)c3ccccc3o2)c1 | -13% | 1% | 3%
CS(=O)(=O)N(CC(=O)N1CCC(C(N)=O)CC1)c1cc(C(F)(F)F)ccc1Cl | 11% | 4% | 1%
Cc1cc2c(=O)n(C)c(SCC(=O)Nc3cccc(O)c3)nc2s1 | -19% | u | -6%
NCC(O)(c1ccc(Cl)cc1)c1ccc(Cl)cc1 | 20% | 8% | 0%
Cc1c(C(=O)Nc2ccccc2Br)oc2ccc(S(=O)(=O)N3CCOCC3)cc12 | -7% | x | -3%
CCCC(C(=O)OCCN(CC)CC)(c1ccccc1)c1ccccc1 | -4% | -10% | -3%
Cc1nc2cc(-c3ccccc3)nn2c(C)c1CCC(=O)Nc1ccc(F)cc1F | 16% | x | -2%
CC(=O)c1cc(F)c(N2CCN(C(=O)COc3ccc(F)cc3)CC2)cc1C | -8% | -14% | -5%
CN1CCN(C(=O)c2ccc3c(c2)N(Cc2ccccc2)CCS3)CC1 | -3% | 3% | -23%
O=C(COC(=O)CNC(=O)C12CC3CC(CC(C3)C1)C2)Nc1ccccc1 | -5% | -18% | x
N#CC1=C(N)Oc2[nH]c(=S)[nH]c(=O)c2C12C(=O)Nc1ccccc12 (stereo not drawn) | u | 7% | 0%
COC(=O)CSC(C)C(=O)Nc1nnc(C(C)C)s1 (stereo not drawn) | 21% | -5% | -1%
O=C1CC(N2CCN(c3cccc(C(F)(F)F)c3)CC2)C(=O)N1c1ccccc1F (stereo not drawn) | 4% | 3%[2.35 µM] | -7%
Cc1cc(C)n(C(=O)CNC(=O)C(c2ccccc2)c2ccccc2)n1 | -3% | 8% | -2%
CCOC(=O)c1cc2c(=O)n3ccccc3nc2n(CCCOC)c1=NC(=O)C(C)Oc1ccccc1 (stereo not drawn) | -13% | x | -4%
COc1cccc(N(CC(=O)NC2CCCCC2)C(=O)Cn2nnc(-c3ccc(C)o3)n2)c1 | -8% | -6% | -9%
CN(CC(=O)Nc1c(Cl)cccc1Cl)C(=O)Cc1cccs1 | 0% | x | 3%
O=C(COC(=O)COc1ccc(Cl)cc1)NCCCc1ccccc1 | -6% | x | -13%
Cc1cccc(NS(=O)(=O)c2cccc(C(=O)N3CCCC(C(F)(F)F)C3)c2)c1 (stereo not drawn) | 8% | -6% | u

Rows were taken by chance; any-hit rate near 0.54%.
